# TNAP inh pNP: human TNAP enzyme inhibitors, primary screen, biochemical, colorimetric, p-nitrophenol readout; purified TNAP, pNPP hydrolysis, absorbance 405 nm; inhibition, % at 20 µM; Alkaline phosphatase, tissue-nonspecific isozyme (Homo sapiens), P05186; 21,000 tested, under 10 active;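 also: 0% = DMSO only wells and 100% = 1 mM levamisole wells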
# Target sequence (P05186 whole entry, looked up): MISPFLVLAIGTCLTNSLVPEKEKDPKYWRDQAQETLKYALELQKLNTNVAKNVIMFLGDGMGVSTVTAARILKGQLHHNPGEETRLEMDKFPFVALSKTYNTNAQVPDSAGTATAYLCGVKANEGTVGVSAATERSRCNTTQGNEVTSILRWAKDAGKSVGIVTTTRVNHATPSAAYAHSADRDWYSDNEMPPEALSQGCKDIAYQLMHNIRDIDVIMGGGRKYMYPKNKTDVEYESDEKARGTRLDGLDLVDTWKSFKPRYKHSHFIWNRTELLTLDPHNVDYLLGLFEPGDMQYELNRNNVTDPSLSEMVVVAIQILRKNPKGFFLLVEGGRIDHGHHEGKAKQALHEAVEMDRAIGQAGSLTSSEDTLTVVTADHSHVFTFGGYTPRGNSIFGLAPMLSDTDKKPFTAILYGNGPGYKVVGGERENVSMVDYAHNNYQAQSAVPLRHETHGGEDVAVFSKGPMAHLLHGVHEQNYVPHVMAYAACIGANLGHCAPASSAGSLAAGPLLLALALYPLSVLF
# TNAP Pi inh: human TNAP enzyme inhibitors, primary screen, biochemical, colorimetric, phosphate release readout | Alkaline phosphatase, tissue-nonspecific isozyme (Homo sapiens), P05186 | purified TNAP, pNPP, malachite green phosphate absorbance | inhibition, % at 20 µM | 21,000 tested, under 10 active
# An asterisk follows results filed as active; & = joins results of further samples.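 The calls were made as follows: active = inhibition above 50% at the 20 µM single-dose screen; inactive = the rest.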 Not all compounds are listed. The share of hits here may be higher or lower than overall.
TNAP inh pNP	TNAP Pi inh	SMILES
0.7	10.3	O=C(O)CCSc1nc2ccccc2c(=O)[nH]1
1.4	12.5	O=C1CCCN1CCCNc1ncnc2c1[nH]c1ccccc12
6.1	-0.3	Nc1ccc2c(c1)ncn2CCCn1cnc2cc(N)ccc21
5.1	-18.2	Cn1c(=O)c2c(nc(N3CCOCC3)n2Cc2c(F)cccc2Cl)n(C)c1=O
2.5	-5.5	CCCn1c(SCC(=O)Nc2sc(C)c(C)c2C(=O)OC)nc2c1c(=O)n(C)c(=O)n2C
6.1	19.4	CC12CCC(C(=O)NCc3ccccn3)(OC1=O)C2(C)C (stereo not given)
0.0	0.0	O=C(CCS(=O)(=O)Cc1ccccc1)N1CCN(Cc2ccccc2)CC1
5.8	14.9	CCCCN(CCCC)Cc1ccc(N)cc1
4.4	15.0	O=C(NC1CCCC1)C(c1ccsc1)N(Cc1ccco1)C(=O)Cc1cccs1 (stereo not given)
-4.8	-1.4	Cc1ccc(S(=O)(=O)N2CCN(Cc3ccccc3C(F)(F)F)CC2)cc1
8.4	11.0	O=C(Nc1ccon1)c1cc2c(s1)CCCCCC2
1.5	-2.6	COc1ccc(-n2nnnc2SCC(=O)NCc2ccco2)cc1OC
1.5	8.9	Cc1ccccc1CSCC(=O)NC(=O)NCc1ccco1
5.6	2.5	O=C(O)Cn1c2c(c3ccccc31)CCCC2
5.7	11.1	CS(=O)(=O)N1CCN(C(=O)c2cc3ccccc3oc2=O)CC1
3.1	-6.0	CCN(CC(=O)NC)S(=O)(=O)c1ccc(Br)cc1
5.0	10.4	O=C(CCCOc1ccc(Cl)cc1Cl)NCCCO
0.1	4.0	COC(=O)c1ccccc1NC(=O)c1cc(OC)cc(OC)c1
-28.5	-63.9	O=C(CN1CCC(n2nnc3cc(F)ccc32)CC1)NCCc1nc2ccccc2[nH]1
4.5	9.6	O=C(O)CSc1nnc(Cc2ccccc2)n1-c1ccccc1
3.3	8.3	Cc1nn(C(=O)c2ccco2)c(C)c1CN1C(=O)c2ccccc2C1=O
3.9	7.0	Cc1ccc(C)c(OCCCC(=O)O)c1
1.0	6.4	COCc1nnc(NC(=O)CC(C)c2ccccc2)s1 (stereo not given)
2.5	-0.3	Cc1cc(NC(=O)C2C3C(=O)N(CCC(C)C)C(C(=O)NCc4ccccc4)C34C=CC2(C)O4)no1 (stereo not given)
-0.9	-1.2	c1ccc2c(c1)[nH]c1c(N3CCC4(CC3)OCCO4)ncnc12
6.1	-12.6	COc1ccc2c(c1OC)C(=O)N(c1nccs1)C2
-2.6	4.7	CN(C)CCCN1C(=O)C(O)=C(C(=O)c2cc3ccccc3o2)C1c1ccccn1 (stereo not given)
1.2	10.8	COc1ccc(-c2ccc(NCCC3=CCCCC3)nn2)cc1OC
-11.8	-2.7	Cc1c(Cl)ccc2c1NC(=O)[C@]21N[C@@H](CCC(N)=O)[C@H]2C(=O)N(c3ccc(F)cc3)C(=O)[C@H]21
5.4	8.1	Cc1ccc(C(=O)N2CCN(C(=O)CN3CCOCC3)C2)cc1
8.2	11.4	CCOC(=O)c1snc(C(=O)NC2CCCCC2)c1N
-6.7	-7.2	CCOc1ccccc1C(=O)N(Cc1cccs1)C1CCS(=O)(=O)C1 (stereo not given)
4.5	9.9	CCc1ccc(NC(=O)CSC2=C(C#N)C(c3ccco3)C3=C(CCCC3=O)N2)cc1 (stereo not given)
0.0	0.0	CCOC(=O)CSc1nc(C)c(C(C)=O)cc1C#N
0.0	0.0	CC(NC(=O)CSc1nc2c(cc1C#N)CN(C)CC2)c1ccccc1 (stereo not given)
-4.4	3.6	O=S(Cc1ccc(Cl)cc1)CC(O)COCc1ccc(Cl)cc1 (stereo not given)
9.8	23.4	Cc1cccc(NC(=O)c2ccccc2OCC(=O)N2CCOCC2)c1C
1.5	15.9	Cc1ccc(C(=O)Nc2ccncc2)o1
4.2	11.0	CC(C)(C)C(=O)c1no[n+]([O-])c1/C(=N/O)C(C)(C)C
3.8	6.3	CCOC(=O)c1cc(C)n(Cc2cccc(OC)c2OC)c1C
14.4	-1.0	O=C(N1CCCCC1)N1CCCN(C(=O)N2CCCCC2)CC1
-5.8	-4.8	CCn1c(SCC(=O)NCc2ccccc2)nnc1-c1ccccc1O
4.1	2.6	COc1cc(S(=O)(=O)NCC2COCCO2)ccc1-n1cnnn1 (stereo not given)
4.6	9.1	CC1CCN(C(=O)C2CCN(CCCc3ccccc3)CC2)CC1
6.5	14.3	COC(=O)C(NC(C)=O)(Nc1ccccn1)C(F)(F)F (stereo not given)
-0.6	-22.0	COC(=O)c1ccc(Oc2nc3ccccc3n3c(C)nnc23)cc1
4.9	7.3	CCOC(=O)Cn1c(=O)c2c(nc3n2CCN3c2ccc(C)cc2)n(C)c1=O
2.6	5.8	CCCCc1cc(=O)oc2c(CN3CCCC3)c(O)ccc12
0.0	0.0	CCOC(=O)CCc1c(C)c2ccc(O)cc2oc1=O
6.1	12.0	O=c1c(Cc2ccccc2)c(O)nc2n1CCS2
3.3	6.0	CCC(C)(C)n1nnnc1C(C(C)C)N1CCC(C(N)=O)CC1 (stereo not given)
0.8	7.6	CC(=O)Nc1nonc1-c1nc2ccccc2n1CC1CC1
4.0	14.4	COc1ccc(OC)c(NC(=O)Cn2c(CCC(=O)O)ccc2-c2cccs2)c1
2.8	3.7	CC(OC(=O)c1cc2sccc2n1C)C(=O)NCc1ccco1 (stereo not given)
1.5	-11.3	OC[C@H]1O[C@@H](n2cnc3c(Nc4ccccc4)ncnc32)[C@H](O)[C@@H]1O
-10.8&4.3	-14.8&9.5	O=C(C1CCCCC1)N1CC(=O)N2CCc3ccccc3C2C1 (stereo not given)
-2.0	8.2	N#Cc1c(N)c(C#N)c(-c2ccc(O)cc2)c2c1CCCC2
-10.9	-0.4	COC(=O)c1ccccc1NC(=O)Cn1nc(C(F)(F)F)c2c1CCC2
-0.9	5.6	COCCN(CCOC)S(=O)(=O)c1ccc(OC)cc1
3.6	10.0	Cc1nn2cc(-c3ccc(Cl)cc3)nc2s1

# Shown bar-delimited: 2 of the compounds above
Structure | TNAP inh pNP | TNAP Pi inh
N#Cc1c(N)c(C#N)c(-c2ccc(O)cc2)c2c1CCCC2 | -2.0 | 8.2
COC(=O)c1ccccc1NC(=O)Cn1nc(C(F)(F)F)c2c1CCC2 | -10.9 | -0.4

# Later entries
TNAP inh pNP	TNAP Pi inh	SMILES
0.0	0.0	COc1ccccc1-c1noc(-c2ccccc2)n1
5.5	-21.1	NC(=O)C1(N2CCCCC2)CCN(C(=O)CSc2nc3ccccc3s2)CC1
0.0	0.0	C=CCSc1nnc2n(CCc3ccccc3)c(=O)c3c4c(sc3n12)COC(C)(C)C4
5.3	8.5	CCc1noc(C)c1C(=O)N1CCCC1
6.4	10.3	COc1c2occc2c(OC)c2c(=O)cc(C)oc12
3.3	4.4	COc1cccc(S(=O)(=O)Nc2ccc(C(=O)NCc3ccco3)cc2)c1
6.9	-5.9	CCOCCNC(=O)c1ccccc1C(=O)NCCOCC
0.0	0.0	O=C(c1cc2ccccc2oc1=O)N1CCN(c2ccccn2)CC1
-2.8	-3.4	C=CCn1c(=S)[nH]c2nc3c(cc2c1=O)CCCC3
4.1	8.9	CCc1ccc(CCC(=O)Nc2nc(CC(C)=O)ns2)o1
1.5	7.3	NCc1ccc(S(N)(=O)=O)cc1
0.0	0.0	CCCCOc1c(Cl)cc(CNC(C)(C)CO)cc1OCC
-0.6	2.7	O=C(CCCOc1ccccc1)Nc1ccncc1
3.5	11.9	CCN(CC)CCn1nc(C)nc1-c1ccccc1O
-0.3	4.4	COc1ccc(/C=N/n2c(N)nc3ccccc32)cc1OC
3.1	17.0	CCOC(=O)c1cccc(NC(=O)C(C)N2C(=O)c3ccccc3C2=O)c1 (stereo not given)
-1.4	0.2	CCN1CC2=C(OC(N)=C(C#N)C2c2ccccc2)/C(=C\c2ccccc2)C1 (stereo not given)
2.2	5.4	CC(C)c1nc(-c2ccccn2)no1
3.8	6.3	c1ccc2c(c1)CCN(c1ncnc3c1[nH]c1ccccc13)C2
2.9	13.6	N#Cc1cc2ccccc2nc1SCc1ccccn1

# In the list so far, these have an aryl thioether with sulfur outside any ring:
TNAP inh pNP	TNAP Pi inh	SMILES
0.7	10.3	O=C(O)CCSc1nc2ccccc2c(=O)[nH]1
2.5	-5.5	CCCn1c(SCC(=O)Nc2sc(C)c(C)c2C(=O)OC)nc2c1c(=O)n(C)c(=O)n2C
1.5	-2.6	COc1ccc(-n2nnnc2SCC(=O)NCc2ccco2)cc1OC
4.5	9.6	O=C(O)CSc1nnc(Cc2ccccc2)n1-c1ccccc1
0.0	0.0	CCOC(=O)CSc1nc(C)c(C(C)=O)cc1C#N
0.0	0.0	CC(NC(=O)CSc1nc2c(cc1C#N)CN(C)CC2)c1ccccc1 (stereo not given)
-5.8	-4.8	CCn1c(SCC(=O)NCc2ccccc2)nnc1-c1ccccc1O
5.5	-21.1	NC(=O)C1(N2CCCCC2)CCN(C(=O)CSc2nc3ccccc3s2)CC1
0.0	0.0	C=CCSc1nnc2n(CCc3ccccc3)c(=O)c3c4c(sc3n12)COC(C)(C)C4
2.9	13.6	N#Cc1cc2ccccc2nc1SCc1ccccn1

# Going on with the list.
TNAP inh pNP	TNAP Pi inh	SMILES
2.2	7.0	COc1ccc(-c2oc3ncn4nc(Cc5ccccc5)nc4c3c2-c2ccc(OC)cc2)cc1
1.4	6.0	O=C(NCc1ccco1)c1ccc(NC(=O)C2COc3ccccc3O2)cc1 (stereo not given)
-11.5	-6.1	CCCCn1c(=O)n(CC(O)c2ccccc2)c(=O)c2c1ncn2C1CCCC1 (stereo not given)
8.9	-1.5	COc1ccc(C)cc1N(CC(=O)NC1CCCC1)C(=O)CCC(=O)Nc1cc(C)on1
5.2	-3.6	COc1ccc2[nH]cc(C(=O)CN3CCCC(C)C3)c2c1 (stereo not given)
-9.2	1.8	O=C(COc1cccc2ccccc12)N1CCN(c2ccccc2)CC1
5.5	13.8	Cc1nnc(NC(=O)C2CCCN(c3ncccn3)C2)s1 (stereo not given)
1.2	2.9	CSCCC(NC(C)=O)C(=O)Oc1ccc2c3c(c(=O)oc2c1)CCCC3 (stereo not given)
0.0	0.0	CC(=O)Nc1cccc(OCC(=O)Nc2ccc(F)cc2)c1
5.4	18.5	CC(=O)CSc1nc2ccc(Nc3nc(N4CCOCC4)nc(N4CCOCC4)n3)cc2s1
2.9	8.3	CCCC1CCC(c2nc(-c3cccnc3)no2)CC1 (stereo not given)
-1.9	2.6	CCOc1ccc2[nH]c(=O)c(CN(Cc3ccc(F)cc3)C(=O)N3CCCC3)cc2c1
3.3	-3.7	Cn1c(=O)n(CCc2ccccc2)c(=O)c2c1nc1n2CCCN1Cc1ccccc1
-6.5	4.2	CCn1c(=O)c(C(=O)NCCN2CCCCC2)c(O)c2ccccc21
0.1	5.0	COc1ccc(N2CCN(CC(=O)Nc3nc4c(s3)CC(C)CC4)CC2)cc1 (stereo not given)
2.9	0.7	CCOc1ccc(Nc2cc(C)nc(N3CCOCC3)n2)cc1
-13.7	-13.7	CC(C)(C)c1ccc(C(=O)C=[N+]=[N-])cc1
2.0	4.7	CCOC(=O)C1CCCN(Cc2ccccc2F)C1 (stereo not given)
3.1	4.4	Cc1cccc(C)c1NC(=O)CSc1nnnn1C
-1.2	3.2	COc1ccc(OC)c(N)c1
-1.9	6.8	O=C(c1ccccc1)N1CCCCC(S(=O)(=O)c2ccccc2)C1=O (stereo not given)
3.4	10.8	Cc1cc(NCCCN2CCOCC2)n2nc(C)c(-c3ccccc3)c2n1
1.8	11.6	O=C(CSc1nnc(-c2cccs2)n1-c1ccccc1)NCc1ccco1
6.8	7.4	CCC(=O)c1ccccc1OCCCN1C(=O)NC(C)(C)C1=O
2.9	8.5	CCCC(CCC(=O)Nc1ccc(C(=O)OC)cc1)C(=O)O (stereo not given)
4.0	6.9	O=C(NCc1ccccc1)N[C@@H](Cc1c[nH]c2ccccc12)C(=O)O
0.0	0.0	O=C(CSCc1ccco1)c1cccs1
7.7	12.8	CN1CCN(CCCC(=O)c2ccc(F)cc2)CC1
6.4	-2.4	O=C(Nc1cccc(F)c1)C1CC(=O)N(c2ccc(Br)cc2)C1 (stereo not given)
0.1	1.8	CCc1ccc(CCC(=O)Nc2sc3c(c2C#N)CCCC3)o1
3.2	11.7	O=C(O)CNS(=O)(=O)c1cc(Cl)c(Cl)cc1Cl
0.0	0.0	CCOC(=O)C1=C(CNCc2ccc(C)cc2)NC(=O)NC1c1ccc(OC)cc1 (stereo not given)
5.7	-10.9	CCOC(=O)c1c(C)[nH]c(C(=O)CN2C(=O)NC(C)(c3ccc(C)cc3)C2=O)c1C (stereo not given)
2.7	12.0	O=C(c1cc2c(s1)CCCC2)n1cccn1
-9.3	-3.1	Cc1cccc(C)c1NC(=O)CSc1nnc(-c2ccncc2)n1Cc1ccco1
2.1	13.7	COc1ccc(Cl)cc1S(=O)(=O)n1nnc2ccccc21
-5.2	0.0	O=C(c1ccco1)N(Cc1nc2ccccc2c(=O)[nH]1)C1CCCC1
0.0	0.0	Cc1ccc(-c2nnc(-c3cccc(Br)c3)o2)cc1
4.3	-15.9	Cc1nn(Cc2ccc(C(=O)Nc3nccs3)cc2)c(C)c1Cl
2.5	-6.8	O/N=C(\c1ccc2c(c1)OCCO2)C1CCCCC1
7.2	12.7	O=c1n(CCCN2CCN(c3cccc(Cl)c3)CC2)nc2ccccn12
1.4	9.5	CC(C)n1c(SCC(=O)NCc2ccco2)nc2c1c(=O)n(C)c(=O)n2C
1.5	9.9	O=C(CSc1nnc(COc2cccc3cccnc23)o1)N1CCc2ccccc21
1.8	-18.1	Cn1c(=S)n(/N=C/c2ccc3c(c2)OCO3)c2ccccc21
0.0	0.0	CNC(=O)CCn1nc(-c2ccccc2)c2ccccc2c1=O
2.6	6.4	COc1ccc(CCNc2oc(-c3ccc(OC)c(OC)c3)nc2C#N)cc1
2.5	11.5	Cc1ccc(C(=O)N2CCN(C3CCCCC3)CC2)s1
3.2	-3.5	Cc1csc(NC(=O)c2cccc(Cn3nc(C)c(Br)c3C)c2)n1
5.8	6.7	Cc1cccc(NC(=O)c2cc3c(n(-c4ccccc4)c2=O)CCCC3=O)n1
-0.8	-2.4	Cn1c(=O)c2c(nc(CN3CCN(c4ccccc4)CC3)n2CCN2CCOCC2)n(C)c1=O
